High-throughput results deposited in PubChem by several laboratories.
IDE cell activ = activators of human insulin-degrading enzyme in cells; P14735; HEK cells, FAbeta-B cleavage, fluorescence polarization; 0% vehicle, 100% cell-free pure enzyme wells; activation, % at 5.96 µM; 340,000 tested, 0.073% active; AID 493087;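 active = activation above the mean of all tested compounds plus 3 SD, set per screening campaign, cut at about 17% in these data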
MEKK3 PB1 HTS = raises or lowers MEK5 binding to the human MEKK3 PB1 domain. Q99759. bead-based flow cytometry, Alexa488-MEK5 binding to MEKK3; actives lie on both sides; 0 = blocked by unlabeled MEK5, 100 = vehicle. 290,000 tested, 1.4% active. AID 1529. binding response (% of control), % at 10 µM;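 active = binding response more than 3 SD above or below the average of its plate-row segment, actives on both sides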;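 note: Alexa488 bead fluorescence after subtracting the streptavidin-only scavenger bead signal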
Target sequence (Q99759 whole entry, looked up, the tested form may be a part): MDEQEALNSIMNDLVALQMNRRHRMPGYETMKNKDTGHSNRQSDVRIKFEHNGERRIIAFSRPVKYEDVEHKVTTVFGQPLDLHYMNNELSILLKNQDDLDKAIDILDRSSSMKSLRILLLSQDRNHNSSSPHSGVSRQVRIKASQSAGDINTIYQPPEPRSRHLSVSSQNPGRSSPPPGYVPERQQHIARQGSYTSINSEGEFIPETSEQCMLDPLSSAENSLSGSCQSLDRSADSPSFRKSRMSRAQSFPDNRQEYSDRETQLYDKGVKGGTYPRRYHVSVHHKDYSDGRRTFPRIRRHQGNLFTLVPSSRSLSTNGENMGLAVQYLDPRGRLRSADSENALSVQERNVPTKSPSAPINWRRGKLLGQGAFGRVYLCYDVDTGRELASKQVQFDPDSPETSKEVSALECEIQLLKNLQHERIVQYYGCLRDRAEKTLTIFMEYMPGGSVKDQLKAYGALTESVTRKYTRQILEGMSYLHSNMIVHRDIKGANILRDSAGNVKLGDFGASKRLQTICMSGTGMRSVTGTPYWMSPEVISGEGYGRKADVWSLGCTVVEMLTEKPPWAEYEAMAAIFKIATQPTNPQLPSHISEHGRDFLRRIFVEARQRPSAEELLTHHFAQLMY
CRFR2-BP ag = CRF-BP/CRF-R2 complex agonism | AID 588473 | 350,000 tested, 0.46% active | HEK293 CRF-R2/CRF-BP, calcium dye fluorescence (FLIPR); percent of saturating CRF peptide response | activation, % at 13.2 µM;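 active = activation of at least 50%, plus an integration ratio under a set limit after plate pattern correction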;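 note: plate controls were neutral control wells without compound for no effect and CRF at EC100 for full effect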
pCIP destab = p/CIP protein destabilization; decrease of EGFP signal, % at 10 µM; F442A p/CIP-EGFP cells, EGFP fluorescence, 16 h; Q05BA5; AID 1984; 290,000 tested, 0.01% active;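 active = EGFP signal decrease of at least 30% at 10 µM or well 3 SD below plate mean, unless failing retest; inactive = the rest, including hits failing retest or dose response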; note: some compounds called inactive have numbers as strong as hits; many of its hits are not listed in these tables
M4 PAM = positive allosteric modulators of human muscarinic M4 receptor. P08173. CHO-K1 hM4/Gqi5, Fluo-8 calcium fluorescence, ACh EC20; 0% = ACh EC20, 100% = maximal ACh. activation, % at 3 µM. 360,000 tested, 0.4% active. AID 624126;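 active = activation above its plate's cutoff, the mean activation of sample wells plus 3 SD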; note: some results filed as inactive read as strong as hits
GalR3 antag = blocks the human galanin receptor 3 | AID 651719 | O60755 | 360,000 tested, 0.44% active | inhibition, % at 3 µM | HEK293 GalR3-CNG cAMP membrane potential fluorescence; galR3 body fused to GalR1 C-terminus;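 active = inhibition above the screen-wide average plus 3 SD, cut at about 13% in these data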;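 note: forskolin and galanin both at EC90 stimulate the cells; cAMP rise reported by CNG channel membrane potential dye signal; 0% = forskolin plus galanin with DMSO and 100% = forskolin alone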
PHOSPHO1 inh = blocks human PHOSPHO1 phosphatase activity | AID 1565 | 290,000 tested, 1.1% active | recombinant PHOSPHO1, absorbance phosphatase assay | Q8TCT1 | inhibition, % at 13.3 µM; in the data active = inhibition above about 60%
Target sequence (Q8TCT1 whole entry, looked up): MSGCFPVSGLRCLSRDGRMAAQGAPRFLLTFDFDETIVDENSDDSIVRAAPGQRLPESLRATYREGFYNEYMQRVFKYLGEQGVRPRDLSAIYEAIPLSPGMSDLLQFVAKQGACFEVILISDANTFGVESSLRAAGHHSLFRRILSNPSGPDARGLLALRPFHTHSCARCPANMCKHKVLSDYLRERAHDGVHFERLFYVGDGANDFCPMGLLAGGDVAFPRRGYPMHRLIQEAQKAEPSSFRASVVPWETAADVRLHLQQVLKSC
IDE cell inh = cellular human IDE inhibition | P14735 | HEK cells, FAbetaB cleavage, fluorescence polarization | inhibition, % at 5.59 µM | 320,000 tested, 0.41% active;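 active = percent inhibition above the average of all tested compounds plus 3 SD, set per screening campaign, cut at about 16% in these data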;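 note: IDE supplied by intact live HEK cells; FP after avidin binding of uncleaved biotin substrate so inhibition keeps polarization high; 0% = DMSO wells and 100% = 60 µM reference IDE inhibitor Ii1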
CRFBP-R2 block = blocks CRF-induced signaling of the CRF-BP/CRF-R2 complex; HEK293 CRF-R2/CRF-BP, CRF-induced calcium fluorescence; inhibition, % at 11.8 µM; 350,000 tested, 0.59% active; AID 588475;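 active = inhibition of the ligand-induced calcium signal above about 50% at the single tested concentration, limit read from the data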
Numbers without * were called inactive; nt = no result given; [ ] = remark or other dose.

SMILES	IDE cell activ	MEKK3 PB1 HTS	CRFR2-BP ag	pCIP destab	M4 PAM	GalR3 antag	PHOSPHO1 inh	IDE cell inh	CRFBP-R2 block
CCc1ccccc1NC(=S)N(Cc1ccco1)C(C)c1cccs1 (stereo unspecified)	0	102	-0.8	2	19	1	2	0	3
Cc1cc(/C=N/NC(N)=O)c(C)c(CO)c1	1	nt	-4.7	-2	-7	nt	31	-1	25
CCOC(=O)Cc1c(C)nc2c(-c3ccc(Cl)cc3)c(C)[nH]n2c1=O	1	90	-2.0	1	5	-1	12	-2	14
COc1ccccc1C(=O)Nc1ccc(OCC(=O)N2CC(C)CC(C)C2)cc1 (stereo unspecified)	-6	nt	0.7	nt	7	-5	nt	5	6
O=C(NNc1ccccn1)C(=O)NNS(=O)(=O)c1ccc(Cl)cc1	-2	nt	-1.4	0	7	-5	44	-4	-19
COc1cc(C(=O)Nc2ccc3c(c2)OCCO3)ccc1OC(C)C	3	85	-1.1	-4	13	0	24	0	4
Cc1cc(N2CCCCC2)nc2ccc(NC(=O)CCC(=O)NCCC(C)C)cc12	0	102	1.6	3	-4	3	-3	-6	0
Cc1ccc(SCC(=O)NCCSC(C)(C)C)cc1	-5	95	-8.3	1	-4	-2	0	-1	13
CC(C)CNC(=O)c1ccccc1NC(=O)CN(c1ccc2c(c1)OCCO2)S(C)(=O)=O	-2	83	1.4	1	-1	-8	-7	5	5
C=CC(O)(C#CCN(CC)CC)c1ccccc1 (stereo unspecified)	4	119	0.3	-5	-15	-1	-3	4	-23
Cc1noc(C)c1COC(=O)C1CCN(C(=O)c2ccc(Cl)cc2)CC1	-1	102	-1.1	-10	-6	-1	25	2	8
COc1ccccc1NC(=O)C1CCCN(S(=O)(=O)c2cccc3nsnc23)C1 (stereo unspecified)	-1	105	-0.9	0	-9	-4	-7	2	1
CCN(CC(=O)Nc1ccccc1C(F)(F)F)C(=O)c1ccccc1OCc1ccc(F)cc1	1	nt	0.6	nt	3	-6	nt	nt	-12
O=C(NNC(=O)c1ccccc1Cl)c1csc(N2CCOCC2)n1	-1	nt	-1.2	nt	-3	-4	nt	-6	1
Cc1cccc(NC(=O)CSc2nnc(CSc3nc(C)cc(C)n3)n2Cc2ccco2)c1	1	103	0.9	-5	2	2	4	2	3
O=C(Cn1nc(-c2ccc3c(c2)OCCO3)ccc1=O)Nc1cccc(NC(=O)c2ccccn2)c1	nt	89	nt	11	nt	nt	40	1	nt
COc1ccc(CCNC(=O)C2CCCN2C(=O)Nc2ccccc2)cc1OC (stereo unspecified)	5	107	-2.0	0	-7	-6	24	2	23
O=[N+]([O-])c1cnc2ccccn12	2	85	0.3	1	-11	-3	23	0	-2
Cc1occc1C(=O)N1CCC2(CCCN(Cc3ccc(F)c(F)c3)C2)C1 (stereo unspecified)	-7	95	-12	-8	-16	0	28	5	19
COCCN(Cc1cc2cc(C)ccc2nc1Cl)C(=O)Nc1ccccc1C	-4	104	0.1	-12	6	-4	-2	6	-15
O=C(NC1CCCCC1)N1CCCc2ccccc21	5	105	0.2	7	2	1	0	1	15
COCCCNCc1cc(C)n(-c2cc(S(=O)(=O)N3CCOCC3)ccc2N2CCCC2)c1C	0	nt	-0.3	nt	-5	-3	nt	nt	-5
CCN1CCCC1CN(Cc1cc2ccc(C)cc2[nH]c1=O)C(=S)Nc1ccc(OC)cc1 (stereo unspecified)	-4	96	-1.8	8	-4	-2	-16	0	-6
COc1cccc(NS(=O)(=O)c2c(C)n(C)c(=O)n(C)c2=O)c1	1	98	-0.9	10	-2	nt	22	3	9
COc1ccc(/C=C2\SC(=S)N(CCC(=O)NCCCn3ccnc3)C2=O)cc1	0	97	0.1	-14	-5	-10	50	7	-10

The list goes on (three carried over from the part before).
SMILES	IDE cell activ	MEKK3 PB1 HTS	CRFR2-BP ag	pCIP destab	M4 PAM	GalR3 antag	PHOSPHO1 inh	IDE cell inh	CRFBP-R2 block
CCN1CCCC1CN(Cc1cc2ccc(C)cc2[nH]c1=O)C(=S)Nc1ccc(OC)cc1 (stereo unspecified)	-4	96	-1.8	8	-4	-2	-16	0	-6
COc1cccc(NS(=O)(=O)c2c(C)n(C)c(=O)n(C)c2=O)c1	1	98	-0.9	10	-2	nt	22	3	9
COc1ccc(/C=C2\SC(=S)N(CCC(=O)NCCCn3ccnc3)C2=O)cc1	0	97	0.1	-14	-5	-10	50	7	-10
CN(Cc1ccccc1)C(=O)c1ccc(NC(=O)C2CCN(C(=O)OC(C)(C)C)CC2)cc1	6	nt	-1.2	nt	7	-5	nt	1	0
CCN(CC)CCNC(=O)C1(O)c2cc(Br)ccc2NC(=O)N1c1c(F)cccc1F (stereo unspecified)	2	102	-1.0	0	-4	-1	20	4	7
O=C(Nc1cccc(S(=O)(=O)N2CCCC2)c1)c1ccco1	4	nt	-1.4	nt	12	-1	nt	-3	-7
O=C(COC(=O)CC1CC2CCC1C2)Nc1ccc(F)cc1 (stereo unspecified)	4	99	0.5	18	1	-3	23	3	-8
CCOC(=O)C1CCN(c2cc3c(cc2NC(=O)c2ccccc2F)n(C)c(=O)n3C)CC1	5	94	-0.5	9	0	-6	34	-2	6
COc1cc(C2N3CC4(C)CN2CC(C)(C3)C4)ccc1O (stereo unspecified)	-4	102	-2.7	-12	0	-2	6	-3	33
COc1ccc(NC(=O)C(NC(=O)Cc2cccs2)c2ccc(C)cc2)cc1 (stereo unspecified)	0	96	-1.2	6	-1	0	-12	5	5
Cn1cc([N+](=O)[O-])c(C(=O)NCc2ccco2)n1	6	111	1.7	-1	7	1	-11	-4	5
CC(=O)Nc1sc(C)c(C)c1C(=O)OCC(=O)N(CC(C)C)c1c(N)n(Cc2ccccc2)c(=O)[nH]c1=O	3	nt	2.5	nt	1	7	nt	0	0
CCOC(=O)C1C(=O)OC(C)(C)C1C(C)C(=O)c1ccc(C)cc1C (stereo unspecified)	5	1.0*[inhibitor]	-0.8	-8	16	-5	17	10	-10
Cc1ccc(OCC(=O)N/N=C/c2ccncc2)cc1	3	nt	-2.6	-6	7	-6	32	2	30
CCOC(=O)c1ccccc1N/C=C/C(=O)c1cccs1	0	89	-0.3	-41	-3	-3	14	5	2
CCCCc1nnc(NC(=O)C2CCN(c3ncnc4sc(C)c(C)c34)CC2)s1	0	nt	2.0	nt	8	-5	nt	12	-19
Cc1cccc(NC(=O)c2ccc(Cl)c(S(=O)(=O)N3CCCCC3)c2)n1	2	nt	-0.2	nt	1	-3	nt	-2	-6
CCC1Oc2ccccc2N(Cc2ccccc2C)C1=O (stereo unspecified)	6	95	-2.5	-10	17	-5	-7	4	23
Cn1c(SCC(=O)NCC2CCCO2)nc2c([nH]c3ccccc32)c1=O (stereo unspecified)	4	110	0.0	-9	5	-4	7	3	-2
Cc1ccc(-c2cc(Cc3ccccn3)c(=O)[nH]n2)cc1	9	99	-1.1	-5	-2	5	8	-2	4
Cc1ccc2nsnc2c1S(=O)(=O)N(Cc1ccco1)Cc1cc2ccc(C)c(C)c2[nH]c1=O	4	96	0.5	-6	-1	-3	11	nt	11
Nc1ccc(Cn2ccc3c4c(N)nc(N)nc4ccc32)cc1	5	nt	-1.5	nt	-1	-3	nt	nt	36
COc1ccc(/C=C(\C#N)C(=O)Nc2ccccn2)cc1	-3	101	0.4	-7	-8	-12	24	5	9
CSCC(NS(=O)(=O)c1ccc(C)cc1)C(=O)O (stereo unspecified)	3	106	-0.1	-1	1	-6	36	-1	5
O=C(NCc1cccs1)c1ccc(N2CCCCC2)nc1	0	97	2.0	-4	12	-9	-22	-2	-5
COC(=O)c1sc2cc([N+](=O)[O-])cc(SCC(C)C)c2c1N	-2	99	55*	-26	10	-1	2	8	-156
Nc1c(-c2ccccn2)cnn1-c1nc(-c2ccc(F)cc2)cs1	4	98	9.6	-2	0	4	20	-6	-19
Cc1cc(=O)oc(C)c1C(=O)Nc1cccc(F)c1	3	103	5.4	-4	-4	-2	19	3	-17
SMILES	IDE cell activ	MEKK3 PB1 HTS	CRFR2-BP ag	pCIP destab	M4 PAM	GalR3 antag	PHOSPHO1 inh	IDE cell inh	CRFBP-R2 block
Cc1cc(C)cc(NC(=O)Nc2ccc(-n3ccc(C(F)(F)F)n3)cc2)c1	3	71	2.1	0	-32	-8	36	11	9
CCOCCCNC(=O)CN1C(=O)/C(=C\c2ccc(C)cc2)Sc2ccccc21	0	101	-0.1	11	-15	1	-7	3	11
COc1ccccc1N1CCN(C(=O)c2ccc(N3CCCC3=O)cc2)CC1	2	105	-2.0	-22	-4	-1	-21	5	12
CCC(C(=O)OCC(=O)c1c(N)n(CC(C)C)c(=O)n(C)c1=O)c1ccccc1 (stereo unspecified)	3	nt	3.0	nt	0	1	nt	2	-14
COCCn1c(SCc2ccc(C)cc2)nc2c1c(=O)[nH]c(=O)n2C	nt	nt	-1.6	nt	1	3	nt	-3	-5
CC(C)n1nccc1N(Cc1ccc(Br)cc1)S(=O)(=O)c1ccccc1	-4	100	22	7	-5	-6	19	3	11
O=C(CCNS(=O)(=O)c1cccs1)NCc1ccccc1	-1	104	0.3	2	12	-6	1	-3	0
Cc1ccccc1NS(=O)(=O)c1ccc(C(=O)N2CCN(c3ccccc3O)CC2)cc1	4	106	-0.7	6	-13	-2	24	-1	18
CCc1nn2c(=O)c(S(=O)(=O)Nc3ccc(C(C)C)cc3)c(C)nc2s1	0	104	2.2	2	2	-8	36	5	1
COc1cccc(NC(=O)C2CC(=O)N(Cc3ccco3)C2)c1 (stereo unspecified)	-3	nt	-0.6	nt	21*	-2	nt	0	1
CCCCN1C(=O)C(=O)N(CC(=O)c2ccc3c(c2)CCCC3)C1=O	5	nt	1.6	nt	0	-5	nt	-1	6
O=C(Nc1ccon1)c1ccc(Br)o1	8	88	-1.4	-11	13	nt	10	-2	21
Cc1ccc(C)c(N2CCN(C(=O)C3CCN(S(=O)(=O)c4c(C)noc4C)CC3)CC2)c1	5	86	-1.9	-8	-6	-8	28	-2	14
Cc1cccc(CN2CCN(C(=O)c3ccccc3F)CC2)c1	-5	102	0.2	5	-4	-8	6	0	-3
C=CCNC(=S)N/N=C/c1ccccc1OCCOc1ccccc1	2	104	0.0	-3	-1	-8	39	-1	2
O=C(NCc1ccco1)c1cc(S(=O)(=O)N2CCCCC2)ccc1Cl	3	nt	-1.1	nt	7	-7	nt	1	8
C[C@H](CO)N1C[C@H](C)[C@@H](CN(C)C(=O)NC2CCCCC2)Oc2c(NS(=O)(=O)c3ccccc3)cccc2C1=O	-2	nt	-0.7	nt	0	-3	nt	11	2
COC(=O)c1c(NC(=O)c2ccnn2C)sc(C)c1C	-2	104	1.4	nt	10	-1	nt	3	10
Cc1ccc(NS(=O)(=O)c2cccc3cccnc23)cc1Cl	4	103	1.1	9	-4	-10	45	1	-15
O=C(Cc1cccs1)Nc1nnc(SCC(=O)N2CCCCC2)s1	4	93	1.7	8	-4	1	-79	0	-47
CCC(=O)c1ccc(OCC(=O)OCC(=O)c2c(N)n(C)c(=O)n(C)c2=O)cc1	4	nt	1.8	nt	-4	-6	nt	1	0
Cc1ccc(S(=O)(=O)Cn2nnnc2C(c2ccccc2)N2CCN(c3ccccc3)CC2)cc1 (stereo unspecified)	-1	103	1.2	-4	1	6	-7	5	12
CC(C)(C)OC(=O)N[C@@H](Cc1ccccc1)C(=O)N1CCC(C(=O)O)CC1	2	96	-0.6	-3	0	-5	-44	-6	2
CC(C)OC(=O)c1cccc(NC(=O)CSc2nnc(N)s2)c1	-3	97	-0.6	-8	3	6	-8	-1	26
O=C(c1ccco1)N(Cc1cc2ccccc2[nH]c1=O)CC1CCCO1 (stereo unspecified)	2	103	5.5	2	8	-4	-3	4	13
